Screens deposited in PubChem by several laboratories.
aDG glyco act – alpha-DG glycosylation activation; AID 624168; Pro5-aDG cells, alpha-DG glycosylation AlphaScreen (IIH6); 0% Pro5, 100% B10-LARGE cell signal; 0.22% of 360,000 active; activation, % at 10 µM;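 active = activation of at least 8% versus controls, or a plate z-score of at least 8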;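 also: Pro5 are CHO cells carrying HIG-tagged alpha-DG that lacks glycosylation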
Shn3 inh set2 – Schnurri-3 reporter inhibition in Clone20 osteoblasts. inhibition, % at 12.5 µM. AID 588674. Clone20 osteoblast Shn3 3'UTR firefly luciferase, 24 h. 0.52% of 360,000 active;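 active = mean inhibition of at least 75% with every replicate also reaching 75%; inconclusive = mean inhibition at least 75% but some replicate below; inactive = mean inhibition below 75%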;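 also: 0% = median of neutral control wells and 100% = pilot-screen positive control compound; some compounds past the cut are filed as inactive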
Peg3 promoter – reduces Peg3 promoter-driven luciferase expression in HeLa. HeLa PEG-Prom luciferase reporter, luminescence, overnight. inhibition, % at 20 µM. 1.7% of 360,000 active. AID 588405;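 active = inhibition of at least 50% at 20 µM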
HIF-2a block – blocks HIF-2a reporter activity; 786-0 RCC cells HIF-2a reporter, luciferase luminescence, overnight; inhibition, % at 18.8 µM; 0.72% of 360,000 active; AID 624352;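 active = inhibition of the luminescence signal of 40% or more relative to plate controls, in a single-dose primary screen at 18.75 µM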
CF NFkB inh – cystic fibrosis NF-kB activation inhibition | 0.86% of 360,000 active | KKLEB NF-kB-GFP reporter, PAF-induced, GFP fluorescence overnight | inhibition, % at 5 µM | AID 588850;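 active = at least 50% inhibition at 5 µM, scaled per plate between neutral and stimulator controls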;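 also: PAF is a Pseudomonas aeruginosa culture filtrate used as stimulus; plate controls were PAF-stimulated DMSO wells for no effect and unstimulated DMSO wells for full effect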
TRPM1 prom inh – reduces MITF-dependent TRPM1 promoter luciferase signal | SK-MEL-5 TRPM1 promoter luciferase, 24 h | inhibition, % at 12.5 µM | 0.83% of 330,000 active;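 active = mean inhibition across replicates of 60% or more, whatever share of single replicates reaches that level; inconclusive = some that reach 60%, reason not given; inactive = mean inhibition across replicates below 60%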; also: values of inactives mirror those of a sister screen read the other way
TWEAK Fn14 block – inhibitors of TWEAK-Fn14 interaction signaling; 2% of 360,000 active; inhibition, % at 10 µM; TWEAK-stimulated Fn14 reporter cells, luciferase luminescence, 8 h; in the data active = inhibition above about 50%
NR2E3 ag-1 – human photoreceptor-specific nuclear receptor agonism. CHO-S Gal4-NCOR/VP16-NR2E3 two-hybrid, luciferase. inhibition of corepressor binding, % at 3.98 µM. 0.35% of 360,000 active. AID 602229;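 active = inhibition above the mean of all tested compounds plus 3 SD, cut at about 70% in these data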;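 also: 0% = DMSO with NR2E3 transfected cells and 100% = cells lacking NR2E3 construct; higher means lower luciferase signal from less NR2E3 corepressor binding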
Target sequence (Q9Y5X4 whole entry, looked up, the tested form may be a part): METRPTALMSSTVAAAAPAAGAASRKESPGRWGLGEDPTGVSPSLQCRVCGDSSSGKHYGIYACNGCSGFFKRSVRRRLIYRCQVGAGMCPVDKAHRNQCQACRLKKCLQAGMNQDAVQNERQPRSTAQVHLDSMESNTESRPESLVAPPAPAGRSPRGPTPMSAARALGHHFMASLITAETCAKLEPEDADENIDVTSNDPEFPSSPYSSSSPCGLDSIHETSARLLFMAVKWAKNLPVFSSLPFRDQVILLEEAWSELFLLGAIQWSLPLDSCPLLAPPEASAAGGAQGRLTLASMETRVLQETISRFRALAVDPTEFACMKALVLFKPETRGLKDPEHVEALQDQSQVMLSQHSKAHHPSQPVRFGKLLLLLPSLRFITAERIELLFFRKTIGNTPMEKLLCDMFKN
NR2E3 ag-2 – activates human photoreceptor nuclear receptor NR2E3; GST-NR2E3/biotin-RetCOR TR-FRET, 1536-well; inhibition of corepressor binding, % at 4.78 µM; 0.12% of 320,000 active; AID 2300;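 active = percent inhibition above the cutoff of mean plus 3 SD of all tested compounds, set per screening campaign, cut at about 20% in these data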;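 also: 0% = DMSO wells and 100% = biotin wells as full block of FRET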
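System: GST-tagged NR2E3 plus biotinylated RetCOR corepressor; Amount: 1.35 nM GST-tagged NR2E3 final; Dosing: single nominal compound dose of 4.8 µM; Schedule: 5 h incubation at 4 °C; Technique: TR-FRET with europium anti-GST and streptavidin-D2, 340 nm excitation; Controls: biotin wells as high control, 0.6% DMSO wells as low control.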
hiPSC survival – hiPSC single-cell survival enhancement. AID 602274. 0.044% of 360,000 active. survival enhancement, % at 20 µM. ATPlite luminescence; 100% = ROCK inhibitor wells, 0% = DMSO; in the data active = survival enhancement above about 18%;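 also: cells exposed to compounds for 16 hours before the ATP read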
KKLEB tox – reduces viability of KKLEB cystic fibrosis airway cells. KKLEB CF airway cells viability, ATPlite luminescence, overnight; active compounds read low; cells stimulated with P. aeruginosa culture filtrate. 0.36% of 360,000 active. activity change (cytotoxicity), % at 5 µM;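 active = corrected activity change at or below -50% at 5 µM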
An asterisk follows results filed as active; u = inconclusive; x = not tested or not shown; & = joins results of further samples.

SMILES	aDG glyco act	Shn3 inh set2	Peg3 promoter	HIF-2a block	CF NFkB inh	TRPM1 prom inh	TWEAK Fn14 block	NR2E3 ag-1	NR2E3 ag-2	hiPSC survival	KKLEB tox
Nc1cc(=O)[nH]c(SCC(=O)c2ccc(F)cc2)n1	0.0	-2	-4	6	-16	0	-17	4	-1	-0.6	10
O=C(Nc1cc(C(=O)Nc2ccccc2C(=O)O)cc(C(=O)Nc2ccccc2C(=O)O)c1)c1ccccc1	-0.1	3	14	12	22	4	1	10	1	-0.1	0
CCCN(Cc1ccccc1)C(=S)Nc1ccc(OC(F)F)cc1	0.1	17	-68	-41	-6	-8	-12	2	0	0.2	8
O=C(Nc1nc(=S)ss1)c1c(F)cccc1F	-0.3	-7	11	7	-3	6	-20	-19	5	5.7	-3
O=C(CSc1nnc(NC(=O)c2ccco2)s1)NCc1ccc2c(c1)OCO2	0.2	19	-12	5	0	4	-2	-12	-4	-0.9	-5
NS(=O)(=O)c1ccc(CCNC(=O)CC(c2ccccc2)c2ccccc2)cc1	0.0	-1	14	21	-8	-2	-5	-5	-1	1.6	13
O=C(Cn1nnc2ccccc2c1=O)NCC1CCC(C(=O)O)CC1 (stereo not drawn)	-0.3	14	15	19	-6	10	3	-15	-3	-0.5	18
N#Cc1ccccc1NC(=O)CSc1n[nH]c(-c2ccco2)n1	0.2	-19	-5	-8	-18	7	8	0	5	-0.1	15
COC(=O)CCC(=O)NNC(=O)CCCOc1ccc(Cl)cc1Cl	0.1	-6	16	6	8	5	3	-22	-1	2.9	-1
CN(C(=O)c1cccc(NC(=O)Cc2ccc(NC(=O)C3CCCN(C(=O)c4ccccc4)C3)cc2)c1)C1CCCCC1 (stereo not drawn)	0.1	2	15	-5	-6	-1	9	-45	x	-0.7	9
Cc1ccc(-c2csc3ncnc(N4CCc5ccccc5C4)c23)cc1	0.2	30	23	19	19	-3	78*	-16	0	1.2	9
COc1ccccc1NS(=O)(=O)c1cccc(C(=O)NN=C2CCCCCC2)c1	0.0	-6	16	18	12	13	-1	-9	2	-1.1	-4
CC1=C(C(=O)OCC2CCCO2)C(c2cccc(C(F)(F)F)c2)C2=C(CC(c3ccco3)CC2=O)N1 (stereo not drawn)	0.8	24	31	28	17	2	11	0	-7	-1.1	4
COc1cc(OC)cc(-c2cc(N)n(S(=O)(=O)c3cccc4nsnc34)n2)c1	0.0	11	27	18	7	7	-5	12	2	-0.6	-25
Oc1ccc(Cl)cc1CNc1ccc(Br)cn1	0.0	-29	-354	-117	-14	-71	24	-116	-2	-0.5	10
COC(=O)c1ccccc1S(=O)(=O)N1CCC(C(=O)OC(C)C(=O)Nc2ccccc2OC)CC1 (stereo not drawn)	0.1	9	-1	0	-24	-2	16	0	3	0.6	-3
CCc1sc(/C=C(/C#N)C(N)=S)cc1[N+](=O)[O-]	-0.2	-15	3	17	-5	9	0	-6	x	-0.4	12
O=C(COc1ccc(Cl)cc1)Nc1ccccc1C(=O)NCc1cccnc1	-0.2	-6	26	8	16	-6	-10	15	-1	0.1	9
COc1ccccc1NC(=O)c1c(C)oc2c1CCCC2	0.0	3	-51	-39	6	4	-12	-38	2	0.1	-7
Cc1sc2nc(CSC(C)C(=O)N(C)CC(=O)Nc3ccccc3C(F)(F)F)[nH]c(=O)c2c1C (stereo not drawn)	0.0	0	14	-3	-13	3	-4	16	0	-0.5	-3

Eleven of the compounds above, in CSV form.
Molecule,aDG glyco act,Shn3 inh set2,Peg3 promoter,HIF-2a block,CF NFkB inh,TRPM1 prom inh,TWEAK Fn14 block,NR2E3 ag-1,NR2E3 ag-2,hiPSC survival,KKLEB tox
CN(C(=O)c1cccc(NC(=O)Cc2ccc(NC(=O)C3CCCN(C(=O)c4ccccc4)C3)cc2)c1)C1CCCCC1 (stereo not drawn),0.1,2,15,-5,-6,-1,9,-45,x,-0.7,9
Cc1ccc(-c2csc3ncnc(N4CCc5ccccc5C4)c23)cc1,0.2,30,23,19,19,-3,78*,-16,0,1.2,9
COc1ccccc1NS(=O)(=O)c1cccc(C(=O)NN=C2CCCCCC2)c1,0.0,-6,16,18,12,13,-1,-9,2,-1.1,-4
CC1=C(C(=O)OCC2CCCO2)C(c2cccc(C(F)(F)F)c2)C2=C(CC(c3ccco3)CC2=O)N1 (stereo not drawn),0.8,24,31,28,17,2,11,0,-7,-1.1,4
COc1cc(OC)cc(-c2cc(N)n(S(=O)(=O)c3cccc4nsnc34)n2)c1,0.0,11,27,18,7,7,-5,12,2,-0.6,-25
Oc1ccc(Cl)cc1CNc1ccc(Br)cn1,0.0,-29,-354,-117,-14,-71,24,-116,-2,-0.5,10
COC(=O)c1ccccc1S(=O)(=O)N1CCC(C(=O)OC(C)C(=O)Nc2ccccc2OC)CC1 (stereo not drawn),0.1,9,-1,0,-24,-2,16,0,3,0.6,-3
CCc1sc(/C=C(/C#N)C(N)=S)cc1[N+](=O)[O-],-0.2,-15,3,17,-5,9,0,-6,x,-0.4,12
O=C(COc1ccc(Cl)cc1)Nc1ccccc1C(=O)NCc1cccnc1,-0.2,-6,26,8,16,-6,-10,15,-1,0.1,9
COc1ccccc1NC(=O)c1c(C)oc2c1CCCC2,0.0,3,-51,-39,6,4,-12,-38,2,0.1,-7
Cc1sc2nc(CSC(C)C(=O)N(C)CC(=O)Nc3ccccc3C(F)(F)F)[nH]c(=O)c2c1C (stereo not drawn),0.0,0,14,-3,-13,3,-4,16,0,-0.5,-3

(further entries)
SMILES	aDG glyco act	Shn3 inh set2	Peg3 promoter	HIF-2a block	CF NFkB inh	TRPM1 prom inh	TWEAK Fn14 block	NR2E3 ag-1	NR2E3 ag-2	hiPSC survival	KKLEB tox
COC(=O)Cc1cc(=O)[nH]c(Nc2nc3ccccc3o2)n1	-0.5	-4	-22	-54	1	1	4	-47	-2	1.1	7
O=C(CCn1cnc2ccccc21)N=Nc1c(O)[nH]c2ccccc12	0.1	4	2	2	-8	-1	-15	-13	0	-0.5	3
CS(=O)(=O)N(CC(=O)Nc1ccc(S(=O)(=O)N2CCOCC2)cc1)c1cccc(F)c1	0.1	-11	-6	22	-25	1	11	19	1	0.3	31
Cc1cccc(N2CCCn3c2nc2c3c(=O)[nH]c(=O)n2C)c1	0.3	1	-6	7	8	19	3	12	-2	-0.9	7
COc1ccc(C(=O)Nc2ccccc2C(=O)NCCCn2ccnc2)cc1	-0.2	4&-18	-7	-19	9	13	-1	-3	x	-0.8	-3
Cc1ccc(S(=O)(=O)NC(=O)c2ccc(Br)o2)cc1	-0.2	14	-5	7	10	5	7	-31	0	0.0	9
CCOC(=O)C1C(=O)NC(C(=O)OCC)(C(=O)OCC)C1CC (stereo not drawn)	-0.1	15	-1	7	2	8	1	-9	x	-2.1	0
COc1ccc2nc(C)cc(SCC(=O)N/N=C/c3cccc4ccccc34)c2c1	-0.4	21	60*	-7	45	u	8	-21	1	0.8	-42
COc1ccc(NC(=O)c2ccc(Cl)c(S(=O)(=O)N3CCc4ccccc4C3)c2)cn1	0.3	16	26	16	15	32	86*	-8	1	-2.1	-12
Cc1cc(NC(=O)CSc2nnc3c(C)cc4c(C)ccc(C)c4n23)no1	-0.1	21	32	19	9	24	17	-69	4	0.4	-23
COc1cccc(NC(=O)NCCC2=CCCCC2)c1	0.0	-59	-247	-251	4	-57	-2	-78	2	-3.1	3
Cc1cc(Cl)c2oc(C(=O)N(C)CC3CCOCC3)c(C)c2c1	-0.2	-33	-120	-157	22	-5	-52	-57	3	0.1	-9
CCCCNC(=O)c1onc(CSc2ccccc2C)c1C(=O)O	-0.3	-15	2	8	16	4	7	-23	1	-1.0	-5
CCCn1c(C(O)c2ccc(C)cc2)nc2ccccc21 (stereo not drawn)	0.0	12	11	7	-16	-4	-13	21	x	-0.2	3
O=C(NC1CCCCCC1)c1ccc(Cl)c(S(=O)(=O)N2CCOCC2)c1	0.0	-21	-44	-75	-5	-9	-4	-27	4	0.0	6
CCc1ccc(OCC(=O)NCc2ccco2)c(Br)c1	0.4	-86	-217	-212	20	-58	-23	-22	1	-2.0	-7
CCOC(=O)C(=O)c1cn(C2OCC(OC(C)=O)C(OC(C)=O)C2OC(C)=O)c2ccccc12 (stereo not drawn)	-0.2	-28	18	7	2	-3	28	14	-1	-1.9	-16
CCOc1ccc(S(=O)(=O)N2CCC(C(=O)NCc3cccnc3)CC2)cc1Cl	-0.2	5	18	13	-17	0	15	10	5	-0.3	3
C/C(=N\NC(=O)c1ccoc1C)c1ccc(Cl)s1	-0.2	-49	-102	-94	-26	-34	-14	-158	2	-0.4	-2
COc1cccc(NC(C)=[N+](C)CCNS(=O)(=O)c2ccc(Cl)cc2)c1	2.2	-24	-25	-28	16	-5	-5	-12	0	-0.3	0
COCCNC(=O)CN1CCN(Cc2cccc(Cl)c2)C1=O	0.1	7	4	9	-13	-7	-7	-8	1	0.5	-6
O=C(CCNC(=O)c1ccco1)Nc1ccccc1OC(F)F	-0.1	-12	-2	9	5	2	16	-9	1	-0.3	7
Cc1cccc(NC(=O)CSc2nc3ccccc3nc2N2CCCC2)c1	-0.1	-5	19	-58	31	8	-2	-27	2	-1.9	-14
COc1ccccc1N1CCN(C(=O)C(=O)c2c(C)[nH]c3ccccc23)CC1	-0.3	8	10	16	-34	3	5	-12	-2	0.5	2
CCOC(=O)CSc1nnc(C)c(C)n1	0.0	-11	6	6	2	3	0	1	-1	-0.8	-5
Cc1ccc(NS(=O)(=O)c2cc(NC(=O)c3ccc4c(c3)NC(=O)CS4)ccc2C)c(C)c1	1.1	34	44	30	-8	24	72*	-9	1	-1.4	8
CC(C)C(C(=O)O)N1C(=O)/C(=C/c2cccn2C)SC1=S (stereo not drawn)	-0.2	-5	5	12	-14	0	4	-9	-1	-1.3	7
COc1ccc(CNC(=O)COC(=O)CCS(=O)(=O)c2ccc(C)cc2)cc1OC	-0.4	4	-3	4	-8	-2	0	-3	1	0.5	-6
CCCOc1ccc(F)cc1-c1cc(C(=O)Nc2ccc(F)c(Cl)c2)[nH]n1	1.4	9	26	-92	25	x	76*	20	x	-0.1	3
CCOc1c(Br)cc(C(=O)OCC(=O)N2CCc3ccccc3C2)cc1OC	0.0	3	31	8	-9	7	-15	-29	1	-0.6	-16
CCOC(=O)C1=C(c2ccccc2)NC(=S)NC1c1cccc([N+](=O)[O-])c1 (stereo not drawn)	0.3	25	7	13	-18	7	-11	-9	5	1.0	11

Not a hit list; any-hit rate near 4.4%.
